# Diaph act CS: compounds boosting diaphorase resazurin reduction – biochemical, uHTS, resorufin fluorescence, counter-screen for diaphorase-coupled primary assays, primary screen; actives 0.005% (n = 190,000); Diaphorase/resazurin coupled assay, 16 min; hits give high values; 1 = vehicle wells, 0 = NADH-free wells; activation factor at 20 µM; AID 1229, 2008;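 active = diaphorase activity raised at least twofold by the compound at 20 µM; inactive = activation factor below 2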
#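 Material: purified diaphorase enzyme from Clostridium kluyveri / Medium: HEPES pH 7.4 buffer with MgCl2 and Tween 20 / Schedule: enzyme reaction of 16 min at room temperature / Measured by: resorufin fluorescence, excitation 544 nm, emission 590 nm / Evaluation: rise in resorufin formation, marking diaphorase activation or chemical reduction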
# ROMK primary: ROMK potassium channel modulators, primary screen, cell-based, thallium flux, MLSMR library. ATP-sensitive inward rectifier potassium channel 1 (Homo sapiens), P48048. Tet-inducible ROMK, thallium flux fluorescence; actives lie on both sides. B-score at 10 µM. actives 2% (n = 130,000). AID 1918, 2009;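 active = signal ratio slope over the read window, or its plate-corrected B-score, at least 3 SD from the plate mean, either direction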;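 also: B-score of the F/F0 ratio slope over 7 to 12 s after thallium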
# PPARg SRC1 recr: PPARgamma agonists recruiting SRC-1 coactivator, primary screen, biochemical; Peroxisome proliferator-activated receptor gamma (Homo sapiens), P37231; PPARgamma-SRC-1 coactivator recruitment biochemical assay; activation, % at 8 µM; actives 0.41% (n = 200,000); in the data active = activation above about 19%;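 also: 0% = DMSO and 100% = reference agonist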
# Target sequence (P37231 whole entry, looked up): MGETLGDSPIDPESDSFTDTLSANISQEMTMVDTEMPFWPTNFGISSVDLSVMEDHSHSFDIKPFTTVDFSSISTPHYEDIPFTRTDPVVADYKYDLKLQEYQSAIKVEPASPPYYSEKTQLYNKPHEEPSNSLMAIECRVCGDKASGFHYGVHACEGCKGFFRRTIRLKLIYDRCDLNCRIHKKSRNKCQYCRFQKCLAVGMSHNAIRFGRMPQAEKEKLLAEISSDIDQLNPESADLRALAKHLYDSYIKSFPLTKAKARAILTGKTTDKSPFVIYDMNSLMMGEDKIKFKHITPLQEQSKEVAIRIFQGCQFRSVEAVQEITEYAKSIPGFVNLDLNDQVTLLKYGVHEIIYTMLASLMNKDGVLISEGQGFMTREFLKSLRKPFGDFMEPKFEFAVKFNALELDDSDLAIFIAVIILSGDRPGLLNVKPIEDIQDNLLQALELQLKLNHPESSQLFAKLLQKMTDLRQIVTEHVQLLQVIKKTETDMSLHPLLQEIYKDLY
# PPARg SRC-3 ag: PPARgamma agonists recruiting SRC-3 coactivator, primary screen, biochemical | activation, % at 8 µM | AID 731, 2007 | actives 0.26% (n = 200,000) | biochemical PPARgamma/SRC-3 coactivator recruitment assay | Peroxisome proliferator-activated receptor gamma (Homo sapiens), P37231; in the data active = activation above about 23%;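 also: 0% = DMSO and 100% = reference agonist; some compounds past the cut are filed as inactive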
# PMI act: activators of human PMI, primary screen, biochemical, fluorescence intensity, near-Km mannose 6-phosphate | Mannose-6-phosphate isomerase (Homo sapiens), P34949 | purified human PMI, coupled resazurin fluorescence, 20 min; hits give high values; 1 = vehicle control, 0 substrate-free wells | activation factor at 20 µM | actives 0.005% (n = 190,000) | AID 1214, 2008;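 active = activation factor of 2 or more at 20 µM, relative to plate controls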
# Target sequence (P34949 whole entry, looked up): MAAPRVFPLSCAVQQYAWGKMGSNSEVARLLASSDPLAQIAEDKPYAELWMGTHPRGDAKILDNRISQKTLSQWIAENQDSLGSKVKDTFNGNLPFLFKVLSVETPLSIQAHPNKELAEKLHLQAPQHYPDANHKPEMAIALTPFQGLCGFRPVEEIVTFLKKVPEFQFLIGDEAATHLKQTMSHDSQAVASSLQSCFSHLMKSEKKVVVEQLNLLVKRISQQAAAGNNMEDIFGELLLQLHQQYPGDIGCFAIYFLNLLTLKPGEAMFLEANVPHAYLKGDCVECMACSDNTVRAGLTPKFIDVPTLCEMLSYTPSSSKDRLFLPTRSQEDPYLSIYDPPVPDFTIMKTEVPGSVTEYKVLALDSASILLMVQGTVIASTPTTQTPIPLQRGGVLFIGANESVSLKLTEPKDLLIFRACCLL
# Diaph inh CS: diaphorase inhibitors and chemical oxidizers, primary screen, counter-screen for diaphorase-coupled primary assays, biochemical, uHTS, resorufin fluorescence; diaphorase resazurin-to-resorufin fluorescence, NADH, 16 min; bacterial (C. kluyveri) enzyme, not human; AID 1217, 2008; actives 0.69% (n = 190,000); inhibition, % at 20 µM;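 active = primary screen inhibition at 20 µM above a set limit, cut at about 50% in these data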;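 also: plate controls were DMSO with full reaction for no effect and wells lacking NADH for full effect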
#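 Assay system: diaphorase enzyme from Clostridium kluyveri. Quantity: enzyme working solution with 0.14 U/mL diaphorase. Schedule: reaction incubation of 16 min at room temperature. Technique: resorufin fluorescence, excitation 544 nm, emission 590 nm. Controls: No-NADH positive control and DMSO neutral control.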
# G6PDH counter: L. mesenteroides G6PDH inhibitors, counter-screen for G6PDH-coupled screening assays, biochemical, Leuconostoc mesenteroides enzyme. inhibition, % at 5 µM. glucose-6-phosphate dehydrogenase [Leuconostoc mesenteroides]. actives 0.12% (n = 200,000). Purified L. mesenteroides G6PDH, diaphorase/resazurin coupled fluorescence, 45 min. AID 1020, 2008; in the data active = inhibition above about 50%
# TR-FRET SRC-2 ct: TR-FRET signal artefacts, primary screen, artefact control for PPARgamma SRC-2 agonist project, biochemical; actives 0.4% (n = 200,000); TR-FRET ratio at 8 µM; AID 1049, 2008; TR-FRET artefact counter-screen; hits give high values; in the data active = TR-FRET ratio above about 2000; also: inactives centre near 1500
# S1P3 antagonist: S1P3 receptor antagonists, primary screen, cell-based; actives 0.27% (n = 170,000); Sphingosine 1-phosphate receptor 3 (Homo sapiens), Q99500; CHO S1P3 NFAT-BLA reporter, FRET fluorescence, antagonist mode; inhibition, % at 4.98 µM;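 active = inhibition above the plate cutoff, the mean inhibition of test wells on that plate plus 3 SD, cut at about 28% in these data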;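 also: cells challenged with S1P at its EC80 of 0.8 µM; blue over green emission ratio from cleaved BLA substrate after 4 h stimulation; 0% = S1P-stimulated wells and 100% = unstimulated DMSO-only wells; some compounds past the cut are filed as inactive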
# PPARg SRC-2 ag: agonists of PPARg-SRC-2 recruitment, primary screen, biochemical, HTS | Peroxisome proliferator-activated receptor gamma (Homo sapiens), P37231 | activation, % at 8 µM | PPARgamma LBD-SRC-2 recruitment | actives 0.34% (n = 200,000); in the data active = activation above about 22%;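 also: 0% = vehicle and 100% = reference agonist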
# PMI act satM6P: human PMI activators, high substrate, primary screen, biochemical, fluorescence intensity, near-saturating mannose 6-phosphate; Mannose-6-phosphate isomerase (Homo sapiens), P34949; coupled PMI enzyme assay, resazurin fluorescence, 20 min; hits give high values; 1 = untreated enzyme, 0 = substrate-free blank; activation factor at 20 µM; actives 0.34% (n = 190,000); AID 1216, 2008;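 active = activation factor of 2 or more at 20 µM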
#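 test system = human PMI in coupled enzyme assay | medium = HEPES-buffered pH 7.4 with magnesium and detergent | also added = 1.0 mM mannose-6-phosphate substrate with 0.22 mM NADP+ | compound = 20 µM single dose | times = 20 min incubation at room temperature | measured by = resorufin fluorescence (Ex 544/Em 590 nm) from resazurin via diaphorase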
# An asterisk follows results filed as active; . = not tested or not shown.
No.	mol	Diaph act CS	ROMK primary	PPARg SRC1 recr	PPARg SRC-3 ag	PMI act	Diaph inh CS
1	Nc1cc2c(cc1C(=O)c1ccccc1F)OCCO2	0.9	-0.016	5	1	0.9	7
2	Cc1ccc2nc(/C(C#N)=C/c3cn[nH]c3-c3ccc(F)cc3)[nH]c2c1	0.8	.	3	-3	0.9	16
3	COc1ccc(C(=O)NN2C(=O)C3C4C=CC(O4)C3C2=O)cc1 (stereo not given)	0.9	.	4	4	0.9	7
4	Cc1ccc(NC(=O)CSc2ncccc2C(=O)Oc2cccc([N+](=O)[O-])c2)cc1Cl	1.1	0.084	6	-2	1.1	-9
5	CC(NS(C)(=O)=O)C(c1cccs1)N1CCN(c2ccccc2)CC1 (stereo not given)	0.8	-1.5	-2	-13	1	16
6	O=C(c1ccco1)N1CCN(C(c2ccc(Cl)cc2)c2nnnn2Cc2ccccc2)CC1 (stereo not given)	0.9	.	-3	13	1	8
7	Cc1ccc(Nc2nc3nonc3[nH]c2=O)cc1	0.9	.	-1	-8	1	10
8	O=C(CCC(=O)NNc1nc2ccccc2c2nc(-c3ccccc3)nn12)NCCCN1CCCC1=O	0.8	-0.46	0	2	0.9	19
9	Nc1nc(SCc2ccc3c(c2)OCO3)n[nH]1	1	.	-4	-3	1	5
10	COc1ccc(CCNC(=O)COC(=O)c2ccc(N3CCCC3=O)cc2)cc1	1	1.4*	3	0	1.1	0
11	CC12CCC(C(=O)Nc3cc(F)ccc3F)(CC1=O)C2(C)C (stereo not given)	0.9	1.5	6	3	0.9	14
12	Cc1cc2nc(CS(=O)(=O)c3ccccc3)cc(=O)n2[nH]1	1.1	0.58	10	5	1	-7

No.	G6PDH counter	TR-FRET SRC-2 ct	S1P3 antagonist	PPARg SRC-2 ag	PMI act satM6P
1	2	1549	-18	10	0.9
2	1	1449	.	-1	0.9
3	-3	1487	.	4	1
4	4	1698	6	8	1.1
5	-4	1444	.	1	1
6	-4	1579	.	10	1.1
7	4	1620	-8	-3	1
8	2	1547	-17	12	0.8
9	3	1461	-7	-10	1
10	0	1290	-7	-4	1.1
11	4	1586	4	5	0.9
12	2	1488	-21	-7	1

# (more compounds)
No.	mol	Diaph act CS	ROMK primary	PPARg SRC1 recr	PPARg SRC-3 ag	PMI act	Diaph inh CS
13	CN(C)/C=N/S(=O)(=O)c1cccn1-c1ncc(C(F)(F)F)cc1Cl	1	0.81	2	1	1	3
14	C=CCNC(=S)N/N=C/c1ccc(-c2ccc(Br)cc2)o1	0.8	0.036	4	8	1	21
15	CCC(C)(C)NC(=O)C(c1ccc(C)cc1)N(CCN1CCOCC1)C(=O)CNC(=O)c1cccs1 (stereo not given)	1	.	7	3	1	3
16	CCN1CCN(c2nc3c(c(=O)n(C)c(=O)n3C)n2CCSc2nccc(C)n2)CC1	0.9	.	8	5	1	11
17	Cc1ccc(C(=O)NCc2ccco2)cc1S(=O)(=O)N1CCOCC1	1.1	.	-7	3	1	-10
18	CCOC(=O)C1(Cc2cccc(F)c2)CCN(C(=O)C2CCC2)CC1	1	0.68	11	4	1	3
19	O=C(O)CCn1[nH]c(=O)ccc1=O	1	.	2	6	0.9	4
20	Cc1cc(=O)oc2c(CN3CCC(C)CC3)c(O)c(Cl)cc12	0.8	-0.98	0	-1	0.8	21
21	CCCCn1nnc(NC(=O)c2ccc(-c3cccc(Cl)c3)o2)n1	1.1	.	5	8	1	-5
22	Cc1cc(-c2nnc(SCC(=O)c3ccc(Cl)cc3)o2)no1	1	-0.73	4	5	1.1	-2
23	CCOC(=O)CSc1nc(N)c(C#N)c(CC(C)C)c1C#N	0.9	.	5	-1	1	12
24	O=C1c2cccc3c(N4CCCCC4)ccc(c23)C(=O)N1c1ccc(O)cc1	0.8	-3.1*	5	-3	0.9	15

No.	G6PDH counter	TR-FRET SRC-2 ct	S1P3 antagonist	PPARg SRC-2 ag	PMI act satM6P
13	19	1500	-10	3	1.1
14	-21	1608	-10	5	1
15	9	1700	-8	4	0.9
16	4	1636	-16	12	1
17	4	1382	.	-5	1
18	12	1655	-2	0	1
19	15	1762	-23	2	0.9
20	12	1640	.	7	0.8
21	7	1399	.	-8	1
22	-1	1594	-2	-5	1
23	2	1608	-8	12	1
24	6	1742	1	-5	0.9

# Four of these compounds, reformatted:
no.	molecule	Diaph act CS	ROMK primary	PPARg SRC1 recr	PPARg SRC-3 ag	PMI act	Diaph inh CS	G6PDH counter	TR-FRET SRC-2 ct	S1P3 antagonist	PPARg SRC-2 ag	PMI act satM6P
14	C=CCNC(=S)N/N=C/c1ccc(-c2ccc(Br)cc2)o1	0.8	0.036	4	8	1	21	-21	1608	-10	5	1
15	CCC(C)(C)NC(=O)C(c1ccc(C)cc1)N(CCN1CCOCC1)C(=O)CNC(=O)c1cccs1 (stereo not given)	1	.	7	3	1	3	9	1700	-8	4	0.9
16	CCN1CCN(c2nc3c(c(=O)n(C)c(=O)n3C)n2CCSc2nccc(C)n2)CC1	0.9	.	8	5	1	11	4	1636	-16	12	1
17	Cc1ccc(C(=O)NCc2ccco2)cc1S(=O)(=O)N1CCOCC1	1.1	.	-7	3	1	-10	4	1382	.	-5	1

# (listing goes on)
No.	mol	Diaph act CS	ROMK primary	PPARg SRC1 recr	PPARg SRC-3 ag	PMI act	Diaph inh CS
25	O=C(NC1CCCCC1)C(c1ccc(F)cc1)N(Cc1cccs1)C(=O)CN1C(=O)c2ccccc2S1(=O)=O (stereo not given)	1	.	-1	1	0.9	2
26	CN1C(=O)/C(=C/c2ccccc2OCc2cccc(F)c2)N(C)C1=S	0.9	-0.86	7	1	0.9	7
27	CCN(CCCNS(=O)(=O)c1ccc2c(c1)oc(=O)n2C)c1cccc(C)c1	0.7	.	0	4	0.7	30
28	O=C(Nc1nc(-c2ccc(Cl)s2)cs1)c1ccco1	0.8	-1.1	6	4	0.9	17
29	CCC(=O)OCc1c(C(F)(F)F)nn(C)c1Sc1ccc(Cl)cc1	0.9	.	-2	-3	1	8
30	Cc1ccsc1/C=C1\CCC(C2CCCC2)C1=O (stereo not given)	0.9	0.00066	-4	3	1	12
31	O=C(O)c1cccc(COc2ccc(CO)cc2Cl)c1	0.8	.	.	.	0.9	24
32	COc1ccc(CNc2oc(COc3ccccc3Cl)nc2C#N)cc1	0.8	0.72	0	-12	0.8	25
33	Cc1ccccc1C(NC(N)=O)c1ccccc1 (stereo not given)	0.9	.	-3	12	0.9	7
34	N#CC(c1nc2ccccc2nc1N1CCCC1)S(=O)(=O)c1cccs1 (stereo not given)	0.6	-1.4	5	3	1.2	44
35	O=C1CSC(c2ccc([N+](=O)[O-])cc2)N1C1CCCCC1 (stereo not given)	1	-0.55	0	2	1.1	-1
36	Cc1ccsc1/C=C1/NC(=O)N(Cc2ccc(F)cc2)C1=O	1	0.19	-7	-3	1	3

No.	G6PDH counter	TR-FRET SRC-2 ct	S1P3 antagonist	PPARg SRC-2 ag	PMI act satM6P
25	-12	1510	11	-5	1
26	8	1609	.	5	0.9
27	22	1420	-4	1	0.8
28	11	1453	7	-6	0.9
29	1	1571	.	5	1
30	4	1762	-14	9	1
31	-8	.	-18	.	0.9
32	-1	1331	.	1	0.9
33	-3	1641	-4	5	0.9
34	22	1902	-23	6	0.9
35	4	1481	2	-2	1.1
36	17	1602	-8	-3	1

# A draw from above in order of number of heavy atoms, highest first:
No.	mol	Diaph act CS	ROMK primary	PPARg SRC1 recr	PPARg SRC-3 ag	PMI act	Diaph inh CS
36	Cc1ccsc1/C=C1/NC(=O)N(Cc2ccc(F)cc2)C1=O	1	0.19	-7	-3	1	3
28	O=C(Nc1nc(-c2ccc(Cl)s2)cs1)c1ccco1	0.8	-1.1	6	4	0.9	17
30	Cc1ccsc1/C=C1\CCC(C2CCCC2)C1=O (stereo not given)	0.9	0.00066	-4	3	1	12

No.	G6PDH counter	TR-FRET SRC-2 ct	S1P3 antagonist	PPARg SRC-2 ag	PMI act satM6P
36	17	1602	-8	-3	1
28	11	1453	7	-6	0.9
30	4	1762	-14	9	1

# Following part
No.	mol	Diaph act CS	ROMK primary	PPARg SRC1 recr	PPARg SRC-3 ag	PMI act	Diaph inh CS
37	Cc1ccc(NC(=O)CSc2nnc(-c3ccccc3C)o2)cc1C	0.8	.	7	5	1	22
38	CCOc1ccccc1C1C(C(N)=O)=C(C)Nc2nc(-c3cccc(C)c3)nn21 (stereo not given)	.	-0.41	1	3	.	.
39	CCCn1c(SCC(=O)N2CCCc3ccccc32)nnc1-c1ccccn1	0.9	.	6	8	0.9	14
40	FC(F)(F)c1nnc2ccc(NCc3ccccc3)nn12	1	-0.31	6	3	1	5
41	O=C1NC(c2ccccc2Cl)Nc2ccccc21 (stereo not given)	0.9	1	0	-7	1.1	6
42	Cc1nc2c(C(F)(F)F)cccc2c2c1CCS2	1.1	-0.088	6	2	1	-11
43	CCOC(=O)c1cc(CC)sc1N1C(=O)CC(Sc2ccccc2C(=O)O)C1=O (stereo not given)	0.9	0.27	-6	0	0.9	10
44	COC(=O)Cc1c(C)c2c(OCc3nn[nH]n3)cc(C)cc2oc1=O	0.9	0.93	10	10	1.1	6
45	C/C(=N/OCO/N=C(\C)c1ccccc1F)c1ccccc1F	0.9	0.48	6	5	1	10
46	O=C(Nc1ncccc1Cl)C(Sc1ccccc1)c1ccccc1 (stereo not given)	0.8	-0.77	0	1	1	20
47	CCOC(=O)CSc1nnc(C)n1N	1	1.3	1	1	1.1	-4

No.	G6PDH counter	TR-FRET SRC-2 ct	S1P3 antagonist	PPARg SRC-2 ag	PMI act satM6P
37	-2	1604	-44	2	0.9
38	.	1458	-19	2	.
39	0	1549	3	2	0.8
40	6	1617	-2	3	1
41	4	1389	14	8	1.1
42	1	1776	-12	10	1
43	12	1578	-7	12	1.1
44	15	1645	12	1	1.1
45	-1	1522	-18	4	1
46	2	1503	.	-5	0.9
47	4	1532	-26	7	1.1
